NCOA2 inhibitor – human SRC2 (NCOA2) inhibition | AID 651957 | Q15596 | HEK293 GAL4-SRC2 luciferase reporter, luminescence | 370,000 tested, 0.17% active | inhibition, % at 9 µM;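 active means inhibition above the mean inhibition of all tested compounds plus 3 SD, set per campaign, cut at about 52% in these data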;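 further: 0% = DMSO treated cells and 100% = cells given Gossypol at 36 µM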
COUP-TFII inh – blocks human COUP-TFII nuclear receptor; P24468; HEK293T NGFI-A luciferase reporter, luminescence; inhibition, % at 8.6 µM; 370,000 tested, 0.7% active; AID 686940;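 active means inhibition above a per-plate cutoff, mean inhibition of test wells between control levels plus 3 SD, cut at about 38% in these data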;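 further: cells cotransfected with COUP-TFII expression vector driving the NGFI-A reporter; 0% = median of COUP-TF2 test wells and 100% = reporter-only cells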
Target sequence (P24468 whole entry, looked up): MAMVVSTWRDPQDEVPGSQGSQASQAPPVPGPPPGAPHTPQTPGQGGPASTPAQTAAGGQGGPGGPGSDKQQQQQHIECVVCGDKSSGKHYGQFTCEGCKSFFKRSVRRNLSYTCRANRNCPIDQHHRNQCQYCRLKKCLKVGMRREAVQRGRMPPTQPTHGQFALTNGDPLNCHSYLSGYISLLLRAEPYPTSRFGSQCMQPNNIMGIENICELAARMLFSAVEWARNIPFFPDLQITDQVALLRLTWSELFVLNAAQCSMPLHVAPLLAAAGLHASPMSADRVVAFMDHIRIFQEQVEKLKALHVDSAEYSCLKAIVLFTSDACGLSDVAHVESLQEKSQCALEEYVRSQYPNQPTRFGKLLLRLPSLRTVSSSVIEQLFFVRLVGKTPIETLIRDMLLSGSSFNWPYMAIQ
* = called active by the depositor.

Below each compound: NCOA2 inhibitor	COUP-TFII inh
[1] CN(Cc1ccccc1)C(=O)OCc1cn(Cc2cc(F)cc(F)c2)nn1
→ -11	-2
[2] CC1(O)C(=O)C2(C)C=CC1C1C(=O)N(c3ccccc3)C(=O)C12 (stereo not given)
→ -8	4
[3] COC(=O)[C@]12C[C@H](CC(=O)N3CCOCC3)C(=O)N(Cc3ccco3)C1=C[C@H](C(C)(C)C)O[C@@H]2C
→ -18	7
[4] COC(=O)c1cc2c(c3c4ccccc4n(S(=O)(=O)c4ccc(OC)cc4)c13)C(=O)N(Cc1ccc(N(C)C)cc1)C2
→ 7	-14
[5] COc1ccc(N2C(=O)N3[C@H](c4cccc(C)c4)[C@@H]4C(=O)N(Cc5ccccc5)C(=O)[C@@H]4[C@]3(Cc3ccccc3)C2=O)cc1
→ -19	-7
[6] FC(F)(F)c1ccccc1Cc1c(-c2ccco2)nc2c3ccccc3ccn12
→ -31	-5
[7] CCCc1cn(-c2ccc3c(c2)[C@]2(CC(=O)N(C)C2c2ccccc2)C(=O)N3CC(C)C)nn1 (stereo not given in full)
→ 9	0
[8] CC(C)c1cc(C(C)C)c(S(=O)(=O)N2CCC(C(=O)NCC3COCCO3)CC2)c(C(C)C)c1 (stereo not given)
→ 17	18
[9] O=C(N[C@@H]1C[C@@H]2O[C@@H](CO)CC[C@@H]2O[C@@H]1CCc1ccc(-c2cccnc2)cc1)c1cccc(F)c1
→ 20	5
[10] CCOC(=O)[C@@]12CCCC3=C1N(CCC3)C(=O)[C@H]2CC(=O)N1CCC(c2ccccc2)CC1
→ 15	15
[11] CC(=O)CC[C@@H]1CC[C@]2(CCCN(C(=O)C3CCCC3)C2)O1
→ 5	5
[12] CCOC(=O)N[C@@H](Cc1cccnc1)C(=O)N1CCC[C@H]1C(=O)NCCc1ccccc1Cl
→ 8	19
[13] Cc1cc(NC(=O)c2ccc(S(=O)(=O)N3CCOCC3)cc2)nc2c1c(=O)oc1ccccc12
→ -2	10
[14] COc1ccc(CN(CCN2CCOCC2)C(=O)c2cc(F)ccc2C)cc1OC
→ 20	-11
[15] Cc1ccc(CN2CCCCC(NC(=O)c3ccc(F)cc3)C2=O)cc1 (stereo not given)
→ -2	-1
[16] COC(=O)[C@H](CC(C)C)N1Cc2nnn(Cc3ccc(C)cc3)c2-c2cc(F)ccc2S1(=O)=O
→ 3	4
[17] C=CCn1c(SCc2c(Cl)cccc2Cl)nnc1-c1cccc(C)c1
→ 16	16
[18] Cc1cccc(NC(=O)[C@H]2CC(=O)O[C@@H]2c2ccccc2)c1C
→ 2	-13
[19] CCn1c(=O)n(CC(=O)N2CCCC2)c(=O)c2ccccc21
→ -5	-16
[20] O=C(CSc1nnc(SCc2cccc3ccccc23)s1)Nc1ccc(S(=O)(=O)Nc2nccs2)cc1
→ -3	0
[21] CN(C)c1ccc(-c2nc3ncc(Cl)cc3[nH]2)cc1
→ 31	35
[22] CCOC(=O)CC[C@@H]1CC[C@]2(CCCN(Cc3ccc(OC)cc3)C2)O1
→ -5	8
[23] CCS(=O)(=O)Nc1ccc2c(c1)C(=O)N(C)[C@@H]1CC[C@H](CC(=O)NCCOC)O[C@H]1CO2
→ -4	-7
[24] CC(C)[C@H](NC(=O)[C@H](C)NC(=O)OC(C)(C)C)C(=O)N1CCC2CCN(Cc3ccccc3)CC21 (stereo not given in full)
→ -10	-10
[25] CC(=O)c1cc(-c2ccccc2)n(CC(=O)NCc2ccc(F)cc2)c1C
→ -1	9
[26] COC(=O)C1=C(C)N(Cc2ccc(C(F)(F)F)cc2)C(=NCc2ccc(C(F)(F)F)cc2)NC1c1cccc(C(F)(F)F)c1 (stereo not given)
→ -19	-1
[27] Cc1cccc(NC(=O)CSc2nnc(-c3cccnc3)n2Cc2ccco2)c1C
→ 3	18
[28] Cc1ccc(NC(=O)Cn2nnc(-c3ccccc3F)n2)cc1C
→ -8	5
[29] COc1ccc(C(=O)c2[nH]c(N)c(C(=O)c3c[nH]c4ccccc34)c2-c2ccc(OC)cc2)cc1
→ -27	3
[30] COc1ccc(CNS(=O)(=O)c2cc(Br)ccc2Br)c(OC)c1
→ -16	11
[31] COC(=O)CSc1nnc(-c2ccc(NS(=O)(=O)c3ccc(C(C)(C)C)cc3)cc2)o1
→ 25	9
[32] Cc1cc(NC(=O)Cc2cn(Cc3ccccc3)c3ccccc23)ccc1Oc1cccnc1
→ -12	-7
[33] C[C@H](O)[C@@H]1CN2CCc3c([nH]c4cccc(-c5ccccc5)c34)[C@@H]2C[C@@H]1N(C)C(=O)c1ccco1
→ -17	-4
[34] COC(=O)[C@H](C(C)C)N(Cc1cn(Cc2ccccc2)nn1)S(=O)(=O)c1ccccc1Br
→ 10	4
[35] COc1ccc2c(c1)CCCN2C(=O)C1CCCN(S(=O)(=O)c2cccs2)C1 (stereo not given)
→ 13	9
[36] Cn1c(NC(=O)c2ccccc2)nc(Cc2ccccc2)c1-c1ccccc1
→ -1	5
[37] NC(=O)[C@@H]1CCCN1C(=O)[C@@H](Cc1ccccc1)NC(=O)[C@H]1O[C@@H](n2ccc(N)nc2=O)[C@H](O)[C@@H]1O
→ -8	-17
[38] CN1Cc2nnn(CC3CCCCC3)c2-c2ccccc2S1(=O)=O
→ -4	-12
[39] COC(=O)[C@]12C[C@H](CC(=O)NCC34CC5CC(CC(C5)C3)C4)C(=O)N(Cc3ccccc3)C1=C[C@H](COCc1ccccc1)O[C@@H]2C
→ -29	-14
[40] CCCCC(=O)Nc1ccc(C(=O)NCC2COc3ccccc3O2)cc1 (stereo not given)
→ -4	2
[41] COC(=O)C1=C(C)N(Cc2ccc(F)cc2)C(=S)NC1c1cccc(Cl)c1 (stereo not given)
→ 9	5
[42] CCCC[C@@H]1C(=O)N2N=Cc3ccccc3[C@H]2N2N=Cc3ccccc3[C@@H]12
→ 17	8
[43] Nc1[nH]c(C(=O)c2ccccc2)c(-c2ccccc2[N+](=O)[O-])c1C(=O)NCCc1c[nH]c2ccccc12
→ 1	27
[44] C=C1[C@@H](C)CN[C@@H]1CCO
→ -6	11
[45] COC(=O)[C@@H](CC(C)C)CP(=O)(OC)[C@@H](C)NC(=O)OCc1ccccc1 (stereo not given in full)
→ 5	-3
[46] CN(C)CC(c1ccc(O)cc1)C1(O)CCCCC1 (stereo not given)
→ 2	12
[47] CCN(CC)C(=O)CC[C@@H]1CC[C@]2(CCCN(C(=O)c3ccno3)C2)O1
→ -37	-8
[48] O=C(OCC(=O)c1ccc[nH]1)c1ccc(S(=O)(=O)N2CCCCC2)cc1
→ 12	10
[49] CCOC(=O)Nc1cc(=O)c([N+](=O)[O-])c(N)[nH]1
→ -19	13
[50] COC(=O)c1sc(NC(=S)NC(=O)c2ccc(F)cc2)nc1C
→ -3	-6

One compound at a time, as listed above:
`CCOC(=O)Nc1cc(=O)c([N+](=O)[O-])c(N)[nH]1` as listed: NCOA2 inhibitor: -19; COUP-TFII inh: 13
`COC(=O)C1=C(C)N(Cc2ccc(F)cc2)C(=S)NC1c1cccc(Cl)c1` (stereo not given) as listed: NCOA2 inhibitor: 9; COUP-TFII inh: 5
`CCN(CC)C(=O)CC[C@@H]1CC[C@]2(CCCN(C(=O)c3ccno3)C2)O1` as listed: NCOA2 inhibitor: -37; COUP-TFII inh: -8

Next structures follow.
Below each compound: NCOA2 inhibitor	COUP-TFII inh
[51] c1ccc(Cn2ccc3ccc(-c4ccc5ccn(Cc6ccc7ccccc7c6)c5c4)cc32)cc1
→ -20	13
[52] COc1ccc(Sc2cccc(Cl)c2)c(C(=O)O)c1
→ 7	-1
[53] COc1ccc2c(c1)CCCN2C(=O)C1CCCN(S(=O)(=O)c2ccc(Cl)s2)C1 (stereo not given)
→ -10	9
[54] O=C(NCc1ccco1)C1CCCN(S(=O)(=O)c2ccc(Cl)s2)C1 (stereo not given)
→ -4	-3
[55] COC(=O)C1CN(Cc2ccc(F)cc2)CCS(=O)(=O)N1Cc1cn(Cc2ccc(C)cc2)nn1 (stereo not given)
→ -5	7
[56] C#CCN1CC(N(C)CCOC(=O)CC2C=CCC2)CS1(=O)=O (stereo not given)
→ 6	6
[57] N#Cc1ccc(Cn2nnc(-c3ccc(N4CCOCC4)cc3)n2)cc1
→ -16	-14
[58] COc1ccc(CN(CCN2CCOCC2)C(=O)c2ccc(C)cc2)cc1OC
→ -9	-8
[59] Cc1ccccc1N(C)C(=O)Cn1nnc(-c2ccccc2F)n1
→ 7	6
[60] O=C1NC(Cc2ccccc2)c2nc3ccccc3c(=O)n2-c2ccc(Cl)cc21 (stereo not given)
→ 7	10
[61] CCCCN1CC(COCc2ccccc2)Oc2cccc(N3CCCCC3)c2S1(=O)=O (stereo not given)
→ 10	-13
[62] COc1cccc(/C=C2\CC3(OC(=O)c4ccccc4)CCCN2C3)c1 (stereo not given)
→ 1	8
[63] CS(=O)(=O)N1CCC(C(=O)NCC2COc3ccccc3O2)CC1 (stereo not given)
→ -5	15
[64] CCCCNS(=O)(=O)/C=C/c1ccc(OC)cc1CNC(=O)OC(C)(C)C
→ -1	13
[65] O=C(Nc1ccc(C(F)(F)F)cc1)OC1CC2CC1[C@H]1CCCCN1C2 (stereo not given in full)
→ -7	-2
[66] C[C@@H]1CCCCO[C@H](CN(C)Cc2ccncc2)[C@@H](C)CN([C@H](C)CO)C(=O)c2cc(N(C)C)ccc2O1
→ 3	-1
[67] C[C@@H]1/C=C/CC(=O)N[C@H](c2ccccc2)[C@H](C)/C=C/CC(=O)N[C@@H]1c1ccccc1
→ 10	4
[68] COP(=O)(O)CNC(=O)OCc1ccccc1
→ -27	0
[69] NC(=Nc1cccc(F)c1)NC(=O)OCc1ccccc1
→ -49	-67
[70] COc1ccc(C(C)=O)cc1CSc1nnc(SCc2cc(C(C)=O)ccc2OC)s1
→ -19	-10
[71] CCCCCCCCN1C(=O)[C@@H](CC(=O)N2CCSCC2)C[C@@]2(C(=O)OC)C1=C[C@H](C1CCCC1)O[C@@H]2C
→ 4	4
[72] COc1ccc(-c2c(-c3ccccc3OC)sc3ccccc23)cc1F
→ 29	-2
[73] COCc1cc(N2CCN(C(=O)OC(C)(C)C)C[C@@H]2C)ccc1N1CC[C@H](O)C1
→ -27	-4
[74] Cc1cc(=O)n2[nH]c(-c3cccnc3)nc2n1
→ 12	-6
[75] CCCC[C@H]1C2CC(OC(=O)Nc3cc(C)cc(C)c3)C(C2)[C@H]2CCCCN21 (stereo not given in full)
→ 5	-14
[76] CCC(=O)N1CCc2cc(Br)c(S(=O)(=O)N3CCCC(C(=O)NC(C)(C)C)C3)cc21 (stereo not given)
→ -27	-2
[77] COc1ccc(S[C@]2(C(=O)N3CCCC3)CC(=O)N(C(=O)Nc3ccc(C)c(Cl)c3)[C@@H]2c2ccc(OC)cc2)cc1
→ 17	-10
[78] Cc1ccc(C(=O)CSc2nnc(-c3ccccn3)n2-c2ccccc2)cc1
→ 6	-24
[79] CCOC(=O)N1CCN(C(=O)C[C@H]2C[C@@]3(C(=O)OC)C(=C[C@H](C(C)C)O[C@@H]3C3CC3)N(Cc3cccc4ccccc34)C2=O)CC1
→ 8	10
[80] CCCCCCC(=O)NC1CCCCN(Cc2cccc(Cl)c2)C1=O (stereo not given)
→ 2	0
[81] Cc1nc2cc(C(=O)N3CCN(C(=O)C(C)(C)C)CC3)ccc2n1C1CCCC1
→ 23	10
[82] O=C(OCc1cc(Cl)ccc1OC(F)F)c1cc(S(=O)(=O)O)ccc1O
→ 6	3
[83] COC(=O)[C@]12C[C@H](CC(=O)N3CCN(C(=O)C4CC4)CC3)C(=O)N(Cc3ccco3)C1=C[C@H](C(C)C)O[C@@H]2C1CC1
→ 21	9
[84] COC(=O)[C@]12C[C@H](CC(=O)NCc3cccc4ccccc34)C(=O)N(Cc3ccccc3)C1=C[C@H](C1CCCC1)O[C@@H]2C
→ -8	-6
[85] CC1CCN(c2ccc(C(=O)O)cc2NS(=O)(=O)c2cccc3cccnc23)CC1
→ -21	15
[86] CCCCCCCCN1C(=O)[C@@H](CC(=O)NCCC(C)C)C[C@@]2(C(=O)OC)C1=C[C@H](C1CCCC1)O[C@@H]2C
→ -11	-20
[87] Nn1c(SCc2cccc3ccccc23)nnc1-c1n[nH]c2c1CCC2
→ -20	0
[88] CC(C)(C)N(Cc1cn(Cc2ccccc2)nn1)S(=O)(=O)c1ccc(N2CCCCC2)cc1Br
→ 18	-3
[89] Cc1nccn1CC(=O)O
→ 0	-1
[90] O=C(c1cncnc1)N1CCC(n2nnc3ncccc32)CC1
→ -24	1
[91] Cc1ccccc1C(=O)n1ccc2ccc(-c3ccc4ccn(Cc5ccc(C#N)cc5)c4c3)cc21
→ -1	-1
[92] COC(=O)[C@@]12CCCCC=C1N(CCc1ccc(Cl)cc1)C(=O)[C@H]2CC(=O)NCc1cccc2ccccc12
→ 7	2
[93] COc1ccc(-c2ccccc2C2Cc3nnccc3CN2C(=O)Nc2ccccc2)cc1 (stereo not given)
→ 2	4
[94] COC(=O)[C@]12C[C@H](CC(=O)N3CCSCC3)C(=O)N(Cc3ccco3)C1=C[C@H](C(C)(C)C)O[C@@H]2C
→ 22	4
[95] CN(c1ccc(NC(=O)CCc2cn(Cc3ccc(Br)cc3)c3ccccc23)cc1)c1ccccn1
→ -9	16
[96] O=C(CCn1nnc(-c2cccs2)n1)NCc1ccco1
→ -13	-12
[97] COc1ccc(OC)c2c1C(=O)c1ccccc1C2=O
→ 5	3
[98] CCOC(=O)C1=C(C(=O)OCC)C2N(Cc3ccc(C#N)cc3)c3ccccc3[C@@]23C[C@@H](C(=O)OC)N(S(=O)(=O)c2ccc(F)cc2)C3=N1 (stereo not given in full)
→ 3	9
[99] COC(=O)[C@H](C(C)C)N(CCc1cn(CC2CCCCC2)nn1)S(=O)(=O)c1ccc(F)cc1Br
→ -18	14

Screening data from PubChem BioAssay.

Some of the compounds tested; the hit share may differ from the screen's.
